# Bioassay records (PubChem)
# PTHR1 agonist: activates the human parathyroid hormone receptor PTHR1; Q03431; HEK293 GP2 PTHR1 cells, GloSensor cAMP luminescence, 1 h; Potency, µM (titrated, usually from 115 µM), for the others: at the highest dose activation, most hits filed as activators; hit rate 0.075% among 410,000; further: potency means the concentration at half of the fitted maximal effect; nearly all actives have a fitted effect of over 55% in size; some results filed as inactive show a strong effect at the top dose; inactives centre near -15; many of its hits are not listed in these tables
# Target sequence (Q03431 whole entry, looked up): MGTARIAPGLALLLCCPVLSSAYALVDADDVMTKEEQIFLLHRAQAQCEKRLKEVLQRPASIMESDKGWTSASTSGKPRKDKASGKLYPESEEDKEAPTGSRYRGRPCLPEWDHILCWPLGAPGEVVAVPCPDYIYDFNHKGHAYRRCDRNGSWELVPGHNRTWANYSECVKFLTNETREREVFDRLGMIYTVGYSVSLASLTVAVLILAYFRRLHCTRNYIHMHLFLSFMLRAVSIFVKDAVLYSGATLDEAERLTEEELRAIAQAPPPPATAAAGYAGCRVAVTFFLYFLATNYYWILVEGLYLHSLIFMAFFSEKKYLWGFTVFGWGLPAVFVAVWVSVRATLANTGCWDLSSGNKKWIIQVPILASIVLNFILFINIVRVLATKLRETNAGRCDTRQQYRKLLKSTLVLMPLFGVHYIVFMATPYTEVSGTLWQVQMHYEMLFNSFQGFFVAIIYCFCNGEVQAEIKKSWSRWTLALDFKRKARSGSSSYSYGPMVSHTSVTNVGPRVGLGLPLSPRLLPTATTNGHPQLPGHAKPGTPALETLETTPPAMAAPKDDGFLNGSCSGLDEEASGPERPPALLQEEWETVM
#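 HEK-293-derived GP2 cells expressing PTHR1 and a GloSensor cAMP reporter, 3,000/well, plated overnight, given luciferin plus IBMX (each 0.5 mM as added) for 1 h at 37 °C, then compound for 1 h at 37 °C. Luminescence was read after 15 min at room temperature.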
# Akt phos inh: blocks phosphorylation of Akt; AID 651550; Neuro2A IGF-stimulated pAkt S473 HTRF, 20 min; hits give low values; activity change, % for hits at 50 µM; hit rate 0.32% among 360,000; in the data active means activity change below about -80%; inconclusive means mostly about -51% to -80%; further: on the % scale 0 is the no-effect control and ±100 the full control effect
#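 Neuro2A cells in DMEM with 0.5% FBS, overnight at 37 deg C, given compound at single 50 µM final, then IGF (6 nM final) for 20 min at 37 deg C. Lysed; phospho-Akt Ser473 by HTRF after 24 h, 665/615 ratio.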
# Abeta yeast res: compounds reversing amyloid beta toxicity in yeast; yeast expressing A-beta42, growth rescue, OD600, 48 h; response scale: 0% DMSO, 100% iron-clioquinol control; Potency, µM (top dose mostly 46.1 µM), for inactives: top-dose growth rescue, usual class: activators; hit rate 0.063% among 410,000; AID 1347071; further: potency means the concentration at half of the fitted maximal effect; nearly all actives have a fitted effect of over 55% in size
#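 Growth rescue measured by 600 nm absorbance after 48 h yeast culture at 30 C with compound. Values normalized between DMSO and an equimolar ferric chloride plus clioquinol control.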
# TDP43 rescue: inhibitors of TDP-43 toxicity in yeast | Potency, µM (titrated, usually from 46.1 µM), without a hit: top-dose growth rescue (activation), usual class: activators | TDP-43 expressing yeast growth rescue, BacTiter-Glo, 24 h | hit rate 1.8% among 410,000; further: potency means the concentration at half of the fitted maximal effect; % of control where 0% means no effect; nearly all actives have a fitted effect of over 50% in size
#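 Growth rescue of TDP-43-toxic yeast measured as ATP luminescence (BacTiter-Glo). Cells grown to mid-log in raffinose, induced in galactose at OD600=0.02, exposed to compound 24 hr at 30 deg C.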
# GLP1R inv ag: inverse agonists of human GLP-1 receptor; AID 624417; hit rate 1.6% among 410,000; P43220; HEK293 GLP-1R CRE-luciferase, luminescence, 24 h; GLP-1R form is constitutively active; Potency, µM (doses to about 38.3 µM), for inactives: at the highest dose activity change, negative = inhibition, hits mostly inhibitors; further: potency means the concentration at half of the fitted maximal effect; on the % scale 0 is the no-effect control and ±100 the full control effect; nearly all actives have a fitted effect of over 55% in size
#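 Inverse agonism was detected as reduced cAMP-driven luciferase luminescence after 24 h compound treatment. The cells were HEK293 clones expressing constitutively active human GLP-1R with the reporter. Reporter-only and GPR119 cell lines served as counterscreen controls.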
# aSyn rescue: rescues yeast growth from alpha-synuclein toxicity. hit rate 0.14% among 370,000. Potency, µM (highest dose often 46.1 µM), for the others: at the highest dose growth rescue (activation), hits mostly activators. Yeast expressing alpha-synuclein, growth rescue, BacTiter-Glo, 24 h; further: potency means the concentration at half of the fitted maximal effect; % of control where 0% means no effect; nearly all actives have a fitted effect of over 65% in size
#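 Rescue of yeast growth: cells expressing toxic alpha-synuclein, induced in galactose at OD600 0.02, incubated with compound 24 h at 30 C. ATP luminescence quantified growth; inhibitors of toxicity appear as activators.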
# FUS suppressor: suppressors of FUS proteinopathy in yeast; S. cerevisiae FUS-expressing, growth rescue, OD600, 24 h; Potency, µM (doses to about 76.6 µM), inactives show top-dose growth rescue (activation), usual class: activators; hit rate 0.24% among 390,000;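 further: potency means the concentration at half of the fitted maximal effect; plate controls were DMSO vehicle for no effect and reference control for full effect; nearly all actives have a fitted effect of over 55% in size; some results filed as inactive show a strong effect at the top dose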
#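 Absorbance at 600 nm, taken 24hr after compound addition, measured rescue of FUS-yeast growth at 30C. Induction used 2% galactose with seeding at OD 0.005. Controls: CP55940 from 92uM final, DMSO only.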
# GLP1R ag: GLP-1 receptor (human) agonism. HEK293 GLP-1R CRE-luciferase, luminescence, 4-6 h; cells express a hypersensitive GLP-1R form. AID 624172. hit rate 0.007% among 380,000. Potency, µM (series often up to 45.6 µM), without a hit: at the top dose activation, most hits filed as activators; further: potency means the concentration at half of the fitted maximal effect; % of control where 0% means no effect
# DRD3 antagonist: D3 dopamine receptor (human) antagonism | P35462 | D3R cells, DiscoveRx beta-arrestin luminescence, antagonist mode; hits give low values | max response, negative = inhibition, % | hit rate 2.5% among 360,000 | AID 652054; in the data active means max response below about -50%; inconclusive means no clear call, values can overlap the other calls; further: on the % scale 0 is the no-effect control and ±100 the full control effect; mostly tested at two doses, the higher about 12 µM
# Target sequence (P35462 whole entry, looked up): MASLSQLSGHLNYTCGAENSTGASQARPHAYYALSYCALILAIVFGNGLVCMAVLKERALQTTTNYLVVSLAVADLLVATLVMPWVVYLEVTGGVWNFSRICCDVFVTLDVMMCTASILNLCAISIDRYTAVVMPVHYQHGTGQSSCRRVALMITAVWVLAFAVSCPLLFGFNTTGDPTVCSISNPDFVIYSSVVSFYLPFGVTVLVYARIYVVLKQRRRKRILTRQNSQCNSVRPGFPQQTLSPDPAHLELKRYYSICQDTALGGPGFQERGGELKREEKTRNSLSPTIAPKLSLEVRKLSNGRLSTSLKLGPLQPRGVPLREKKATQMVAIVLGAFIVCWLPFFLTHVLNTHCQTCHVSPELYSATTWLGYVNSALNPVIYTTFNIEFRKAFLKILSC
#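 Cells expressing the human receptor were seeded at 1500 cells/well, incubated overnight at 37 degrees C in 5% CO2, then exposed to library compounds with dopamine controls for 90 minutes at 37 degrees C before luminescent detection.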
# Starred values were filed as active, the others as inactive; i = inactive; ? = inconclusive; · = no result given; & = joins results of further samples; [ ] = remark or other dose. Unless noted, the call rests on the fitted dose curve; in most records, active means well fitted curve in the direction sought with a large enough effect; inconclusive means small, poorly fitted or top-dose-only effect, or another doubt; inactive means no such curve, though single readings can be large; an effect the other way counts as inactive or inconclusive.
compound,PTHR1 agonist,Akt phos inh,Abeta yeast res,TDP43 rescue,GLP1R inv ag,aSyn rescue,FUS suppressor,GLP1R ag,DRD3 antagonist
COC(=O)c1ccc(OCC2c3cc(OC)c(OC)cc3CCN2C(=O)Cc2ccccc2)cc1 (stereo not given),-3%,·,3%,20µM*,-4%,1%,?,?,·
Cc1ccc2c(CN(C)Cc3ccc(Cl)cc3)cc(=O)oc2c1,-15%,i,-1%,-13%,?,0%,2%,?,-10
O=C(NC1CCCC1)C(c1ccncc1)N(C(=O)c1ccco1)c1ccccc1 (stereo not given),i,i,1%,7%,22%,-8%,3%,10%,36
O=C(Cc1ccccc1)c1ccc(O)cc1O,i,i,6%,?,-6%,-3%,·,0%,2
O=C(Cn1nnc2ccccc2c1=O)NCC1CCC(C(=O)O)CC1 (stereo not given),?,i,13%,-6%,6%,4%,20%,-1%,12
O=C(COc1ccc(Cl)c2cccnc12)N1CCOCC1,-15%,i,9%,9%,8%,-2%,-14%,10%,-16
Cn1nnnc1Sc1ncnc2scc(-c3ccccc3)c12,-4%,i,-9%,0%,?,18%&-4%,13%,-3%,1
CCc1nnc(NC(=O)CSc2nc3ccccc3c(=O)n2CCCOC)s1,-1%[57.5 µM],i,2%,0%,5%,0%,19%,3%,-1
COc1cccc2cc(C(=O)N3CCN(C45CC6CC(CC(C6)C4)C5)CC3)c(=O)oc12,-3%[57.5 µM],i,10%,-6%,22%,0%,13%,-7%,4
Cn1cnnc1SCC(=O)N1CCc2ccccc21,i,i,-1%,-15%,-1%,0%,11%,1%,0
CC(OC(=O)c1ccc(Cl)nc1)C(=O)NC1(C#N)CCCCC1 (stereo not given),-10%,i,-4%,-4%,2%,-1%,8%,5%,9
O=C(NC1CCN(C(=O)N2c3ccccc3Sc3ccccc32)CC1)c1ccccc1F,-10%[57.5 µM],·,8%,8%,?,-18%,44%,-6%,7
Cc1nc(=O)cc(-c2ccccc2)n1-c1ccccc1,18%,i,-16%,-27%,-3%,9%,·,-1%,-16
Cc1nc(N2CCN(Cc3ccc4c(c3)OCO4)CC2)nc2c1C(=O)CC(c1ccco1)C2 (stereo not given),-3%,i,6%,-13%,0%,4%,40%,8%,-72*
Cc1cccc(N(C2C=CS(=O)(=O)C2)S(=O)(=O)c2ccccc2)c1 (stereo not given),i,i,-7%,-13%,4%,-1%,14%,0%,-5
Cc1ccc(/C=C/C(=O)OC(C)C(=O)Nc2ccc(Cl)cn2)o1 (stereo not given),-5%,i,0%,?,1%,12%,·,0%,13
Cc1ccnc(NC2CCCCC2)c1,-5%,i,-7%,-10%,-2%,-1%,-3%,-2%,-3
O=C(Nc1ccc(N2CCOCC2)cc1)c1cccc(S(=O)(=O)N2CCCC2)c1,-8%[57.5 µM],i,17%,-11%,5%,3%,28%,-9%,10
COCCCNC(=O)c1cc(=O)n(Cc2ccc(Cl)cc2)c2ccccc12,-13%,i,0%,1%,-15%,5%,8%,4%,9
Cc1cc(C)n2nc(SCC(=O)NC3CCCCC3C)nc2n1 (stereo not given),i,i,5%,3%,9%,12%,-7%,1%,10
Cc1ccc(-c2nc3ccccc3s2)cc1NC(=S)NC(=O)c1ccccc1,-18%[57.5 µM],i,1%,0%,1%,13%,-3%,-16%,-19
CC1=C(O)C(=O)C(c2c(C)cc(C)c(Br)c2C)=C(O)C1=O,-41%[inhibitor],i,-14%,-85%[inhibitor],?,-34%[inhibitor],-26%,-6%,-16
C=CCSc1nnc(NC(=O)c2c(CC)noc2C)s1,i,i,14%,-11%,-3%,-1%,18%,-2%,7
Cc1cnc(NC(=O)CCNC(=O)c2ccc([N+](=O)[O-])cc2)s1,0%,i,-19%,-9%,11%,-5%,-23%,-2%,-8

# A draw from above in order of molecular weight, rising:
compound,PTHR1 agonist,Akt phos inh,Abeta yeast res,TDP43 rescue,GLP1R inv ag,aSyn rescue,FUS suppressor,GLP1R ag,DRD3 antagonist
Cc1cc(C)n2nc(SCC(=O)NC3CCCCC3C)nc2n1 (stereo not given),i,i,5%,3%,9%,12%,-7%,1%,10
Cc1cnc(NC(=O)CCNC(=O)c2ccc([N+](=O)[O-])cc2)s1,0%,i,-19%,-9%,11%,-5%,-23%,-2%,-8
Cc1cccc(N(C2C=CS(=O)(=O)C2)S(=O)(=O)c2ccccc2)c1 (stereo not given),i,i,-7%,-13%,4%,-1%,14%,0%,-5

# (listing goes on)
compound,PTHR1 agonist,Akt phos inh,Abeta yeast res,TDP43 rescue,GLP1R inv ag,aSyn rescue,FUS suppressor,GLP1R ag,DRD3 antagonist
CCOc1cc(C2Nc3ccccc3NC3=C2C(=O)CC(C)(C)C3)ccc1OC(C)=O (stereo not given),-30%,i,3%,9%,0%,6%,-26%,-2%,10
CCN(CCO)c1nc(N2CCCCC2)c2cnn(C)c2n1,i,i,·,17%,-17%,7%,-7%,24%,-9
COC(=O)c1ccc(NS(=O)(=O)c2ccc3[nH]c(=O)oc3c2)cc1,-3%,i,-10%,3%,-1%,-1%,-3%,3%,1
O=C(COC(=O)c1cc(NS(=O)(=O)c2cccs2)ccc1O)Nc1ccc(F)c(F)c1F,-50%[inhibitor],i,-11%,-10%,3%,2%,6%,7%,11
Cc1cccc(NC(=O)CSc2nc(-c3cccs3)nc3cc(=O)[nH]n23)c1,-2%,·,3%,0%,7%,·,6%,·,·
CCCN1C(=O)c2[nH]nc(-c3ccccc3O)c2C1c1cccc(OCc2ccccc2)c1 (stereo not given),-20%,·,4%,24%,?,·,-10%,·,·
Cc1nc(Cl)c(C(=O)Nc2cccc(F)c2)c(C)c1Cl,-24%,i,-12%,6%[9.22 µM],?,-1%,4%,2%,5
Cc1ccc(-n2nc3c(c2NC(=O)c2ccc4c(c2)OCO4)CSC3)c(C)c1,i,i,14%,-11%,0%,1%,0%,-8%,15
O=C(O)c1ccc(NC(=S)NCc2ccccc2)cc1,i,i,1%,4%,2%,13%,-11%,-1%,8
Cc1ccccc1NCCNc1ccccc1C,i,i,18%,7%,-16%,5%,-15%,3%,15
Cc1onc(-c2ccccc2Cl)c1C(=O)NC(=S)NCC(=O)c1ccccc1,i,i,3%,18%,4%,-4%,-17%,-2%,6
Cc1[nH]c2ccccc2c1C(=O)C(=O)N1CCN(c2ccccc2Cl)CC1,i,i,?,23%,?,0%,7%,1%,8
CCOc1ccccc1N1CCN(C(=O)CSc2ccc3c(c2)OCCO3)CC1,-6%,i,-2%,0%,?,0%,·,2%,27
CCOC(=O)/C(C(=Nc1ccccc1)Nc1ccccc1)=C(\C)O,-3%,i,4%,11%,?,0%,-14%,1%,-19
COc1ccc(CN(C2CCCC2)S(=O)(=O)c2ccc(-n3cnnn3)cc2)cc1,i,i,22%,1%,?,12%,?,2%,-15
NC(=O)C1CCCN(CCc2ccccc2)C1 (stereo not given),-7%[57.5 µM],i,-6%,-16%,0%,3%,3%,-5%,-15
CCN(CC)CCn1c2ccccc2c2nc3ccc([N+](=O)[O-])cc3cc21,i,i,1%,-14%[1.82 µM],25%,-10%,42%,10%,-18
CCOC(=O)Cc1[nH]nc2c1C(C1C=CCCC1)C(C#N)=C(N)O2 (stereo not given),-41%[inhibitor],i,31%,-4%,-6%,-14%,9%,-37%[inhibitor],-1
COc1ccccc1NC(=O)c1ccccc1NC(=O)c1cccs1,-18%,i,4%,-2%,-3%,-3%,11%,13%,11
CC1(C)CC(=O)C=C(C(=O)N2CCCC(C(=O)c3cccc(C(F)(F)F)c3)C2)O1 (stereo not given),-48%[inhibitor],i,5%,-10%,-23%,0%,·,0%,?
CCc1ccc(C2CC(=O)Nc3c2c(C)nn3-c2nc(C)cc(C)n2)cc1 (stereo not given),-27%,·,11%,7%[9.22 µM],4%,·,24%,·,·
COc1cccc(N/N=C/c2cccc(Br)c2O)c1,-18%,i,1%,20%,?,-27%,22%,3%,9
CC1(C)C2CCC1(C)C(OC(=O)c1ccccc1C(=O)O)C2 (stereo not given),-3%,i,2%,-16%,?,9%,13%,-2%,-19
O=C(Nc1nccs1)c1cccnc1Cl,-14%,i,-9%,1%,8%,-6%,-32%,0%,20
O=C(Nc1cc(C(=O)N2CCOCC2)ccc1N1CCCC1)c1cccs1,-6%[57.5 µM],i,-1%,-20%,1%,-1%,6%,-1%,6
C=CCN(c1ccccc1)S(=O)(=O)c1cccc(C(=O)NCc2ccco2)c1,-19%,i,-1%,-12%,?,-7%,45%,-1%,-6
CCOC(=O)Cc1csc(NC(=O)COc2ccc(OC)cc2)n1,-9%,i,27%,13µM*,8%,-10%,1%,-6%,?
CCN(C(=O)CSc1nnc2nc(C)cc(C)n12)c1ccccc1,i,i,4%,1%,5%[7.66 µM],2%,9%,6%,-5
COC(=O)c1ccc(NC(=O)C(=O)c2c[nH]c3ccccc23)cc1,-8%,i,-21%,12%,17%,6%,0%,0%,23
COC(=O)C1=CN(c2ccc(N3CCOCC3)cc2)C(N)=C(C#N)C1c1ccccc1 (stereo not given),-45%,i,-20%,-1%,13%,-1%,1%,·,-16
C=CCNC(=S)N(C1CCCCC1)C1CCCCC1,?,i,2%,-8%,?,-9%,20%,1%,-2
CCCCn1cnc2c(cnn2-c2ccc(F)cc2)c1=O,-30%[57.5 µM],i,-7%,?,5%,3%,0%,35%,6
Cc1ccc(CN2C(=O)CSC2c2ccccc2F)cc1 (stereo not given),-1%,i,-5%,10%,10µM*,15%,7%,11%,-15
COc1cccc(N2C(=O)/C(=C\c3cccs3)NC2=S)c1,i,i,11%,-1%,-5%,6%,16%,-5%,-6
CS(=O)(=O)N(CC(=O)Nc1ccccc1C(=O)N1CCCC1)c1ccccc1Br,-11%,i,-12%,12%,24%,-3%,4%,-7%,-2

# An excerpt (hit frequency here may not be typical).
